# Source: PubChem BioAssay
# 14-3-3 PPI – 14-3-3 gamma protein interaction modulation; P61981; FP, 14-3-3gamma / TMR-pS259-Raf peptide binding; inhibition, % at 40 µM; actives 0.19% (n = 160,000); AID 422; in the data active = inhibition above about 30%;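 note: 0% = protein plus tracer without compound and 100% = blank with tracer alone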
# Target sequence (P61981 whole entry, looked up): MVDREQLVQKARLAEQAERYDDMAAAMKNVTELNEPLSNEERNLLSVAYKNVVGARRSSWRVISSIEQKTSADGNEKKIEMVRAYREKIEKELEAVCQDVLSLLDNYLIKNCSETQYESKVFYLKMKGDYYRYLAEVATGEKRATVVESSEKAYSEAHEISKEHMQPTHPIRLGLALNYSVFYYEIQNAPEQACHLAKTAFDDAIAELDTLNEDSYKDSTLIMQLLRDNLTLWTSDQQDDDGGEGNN
# * marks the source's active call; other numbers are inactive results; & = joins results of further samples. Some of the compounds tested; count on the stated rates, not on these rows.
SMILES,14-3-3 PPI
COc1ccc(C2=C(C)C(c3ccccc3C)c3ccccc3O2)cc1OC (centres undefined),4
O=C(Cn1nc(-c2ccc(Cl)cc2)c2ccccc2c1=O)NCCN1CCOCC1,3
COc1ccccc1C1SCCN1S(=O)(=O)c1cccc(C)c1 (centres undefined),7
COc1ccc(C2C(=O)N(C3CCCCC3)CC(=O)N2Cc2ccco2)cc1 (centres undefined),-3
Fc1ccc(C2C=C(c3ccc(Cl)cc3)Nc3ncnn32)cc1 (centres undefined),-8
Cc1sc(NC(=O)c2cccc([N+](=O)[O-])c2C(=O)O)c(C#N)c1C,1
Cc1ccc(C(C)C)c(OCC(O)CN2CCOCC2)c1 (centres undefined),-4
Cc1ccc(-c2nc3cnccn3c2Nc2ccc3c(c2)OCO3)o1,-6&-4
O=C(NCc1ccc(Cl)cc1)c1sc2ccccc2c1Cl,-17
Cc1cc(C)n(S(=O)(=O)c2cc(C(=O)O)c(Cl)cc2Cl)n1,3
Cn1c(CSCc2ccccc2)c(C#N)c2ccccc21,-6
COc1cc(C2NC(C(=O)O)CS2)cc(Cl)c1O (centres undefined),-41
O=c1c2sccc2nc(SCc2cc(=O)n3cc(Cl)ccc3n2)n1CCc1ccccc1,3
CN1CCN(CCCn2c(=S)[nH]c3ncccc3c2=O)CC1,-6
Cc1ccc(Nc2cc(-n3nc(C)cc3C)ncn2)c(C)c1,-2
Cc1cccc(Cc2c(C)nc3c(C(=O)NC(C)C)cnn3c2C)c1,-4
CC(C)NC(=O)c1cc(-c2ccc(Br)cc2)on1,-8
O=C(Nc1ccc(C(F)(F)F)cc1Cl)c1ccc(Cn2cc(Br)cn2)o1,-5
CCCCOc1ccc(C2=CCC(C)CC2)cc1 (centres undefined),-1
Cc1cc(C)c(S(=O)(=O)Nc2cc3c4c(oc3c3ccccc23)CCCC4=O)cc1C,-40
O=C(CNc1ccccc1-c1nc2ccccc2[nH]c1=O)NCc1ccccc1Cl,-4
O=C(Nc1ccc(Cl)cn1)C1CCCN1S(=O)(=O)c1ccc(Cl)cc1 (centres undefined),-1
CC(=O)Nc1ccc(S(=O)(=O)NCCc2ccccc2)cc1,-7
CCOc1ccccc1Nc1nc2ccccc2nc1NS(=O)(=O)c1ccccc1,-1
Cc1cc(OCC(=O)Nc2sc3c(c2C(=O)OC(C)C)CCCC3)ccc1[N+](=O)[O-],0
SMILES,14-3-3 PPI
Cc1ccccc1NS(=O)(=O)c1cccc2cccnc12,1
Cc1cc(C)c2nc(-c3ccccn3)cc(C(=O)Nc3cc(C)on3)c2c1,-17
CC(C)CCNC(=O)CN1CCN(Cc2ccc(F)cc2)C1=O,-8
O=C1NC(=O)c2c(NC(=O)C3CCCO3)cccc21 (centres undefined),-6
COc1ccc(C(=O)Nc2ccc(C(=O)OCC(C)C)cc2)cc1,1
Cc1ccc(N2C(=O)C3CCCCC3C2=O)cc1C (centres undefined),0
Clc1ccccc1CSc1nnc2c(n1)-c1cccc3cccc-2c13,-25
COc1cc2c(cc1OC)C1C(C(=O)NCCC3=CCCCC3)c3ccccc3C(=O)N1CC2 (centres undefined),-8
CC(=O)N1CN(CCCn2ccnc2)Cc2c1sc1c2CCCC1,-5
CC(=O)C1=C(O)C(=O)N(c2nc3ccccc3s2)C1c1ccccc1F (centres undefined),-39
COc1ccc(CNC(=O)c2cncc(Br)c2)cc1,-4
Cc1cc(N2CCN(C(=O)OC(C)(C)C)CC2)n2ncnc2n1,-5
CCOC(=O)c1ccc(-n2c(N)c(C(=O)OC)sc2=S)cc1,2
O=C(O)c1nn2c(C(F)(F)F)cc(-c3ccc(Br)cc3)nc2c1Br,-4
Cc1ccc(NC(=O)NCCSc2ccc(Cl)cc2)cc1C,-7
COc1cc(C=Cc2[nH]c(=O)[nH]c(=O)c2[N+](=O)[O-])ccc1OCc1ccccc1Cl,-27
Cc1ccc(=N)n(CCO)c1,3
COc1ccccc1OCC(=O)Nc1ccccn1,-8
C=CCSc1nc(C2CC2)cc(-c2ccccc2)c1C#N,3
CCOC(=O)C(C)Oc1ccc(C2NC(=O)NC(C)=C2C(=O)Nc2ccccc2C)cc1 (centres undefined),0
Cc1ccc(C(=O)Nc2cnc3sc(C)nn3c2=O)cc1,-9
CCC(COC(=O)Nc1cccc(C)c1)NC(=O)OCC(C)C (centres undefined),-11
O=C(CS(=O)(=O)c1cn(Cc2cccc(F)c2)c2ccccc12)Nc1ccc2c(c1)OCCO2,-19
CCOc1ccc(-n2c(SCC(=O)Nc3cccc(Cl)c3)nc3c(c2=O)SCC3)cc1,-3
O=C(Nc1ccc(Cl)cn1)C1CCCN1S(=O)(=O)c1ccccc1 (centres undefined),-8
SMILES,14-3-3 PPI
Cc1ccc(-c2noc(-c3cccc(Cl)c3)n2)cc1,2
Cc1c(NS(=O)(=O)c2c(C(C)C)cc(C(C)C)cc2C(C)C)c(=O)n(-c2ccccc2)n1C,6
CCCCn1c(=O)[nH]c(=O)c2c1nc(-c1ccc(C#N)cc1)n2C1CCCC1,-35
CCCCn1c(CCNC(=O)c2ccccc2OC)nc2ccccc21,-3
CCOc1ccc(NC(=O)c2c(NCc3cccnc3)sc3c2CCC3)cc1,-161
COC(=O)C1=C(C)OC(N)=C(C#N)C1c1c(C)nn(-c2ccccc2)c1Cl (centres undefined),9
CC1=CC(C)C2C(=O)N(c3ccc[n+](C)c3)C(=O)C2C1 (centres undefined),-2
C#CCn1c(=NC(=O)CSC(C)=O)sc2cc(OC)ccc21,-2
CC(=O)c1cccc(-n2c(N)c(C#N)c3nc4ccccc4nc32)c1,-9
CCCOC(=O)c1ccc(N2C(=O)c3cccc4cc(Br)cc(c34)C2=O)cc1,-8
O=C(Cc1cccs1)Nc1nc2ccccc2s1,-9
CC1=C(C(=O)Nc2ccccn2)C(c2ccc3c(c2)OCO3)NC(=S)N1 (centres undefined),-14
COc1ccc(CN2C(=O)CC(C(=O)Nc3ccc(OC)cc3)SC2=Nc2ccccc2)cc1 (centres undefined),-8
O=C(CCn1c(SCc2ccc([N+](=O)[O-])cc2)nc2cc3c(cc2c1=O)OCO3)NCc1ccc2c(c1)OCO2,-5
Cc1cc(C(=O)Nc2sc3c(c2C#N)CCC(C(C)(C)C)C3)no1 (centres undefined),-9&1
COc1cc(C2Nc3cccc4cccc(c34)N2)cc(I)c1O,-61
Cc1ccc(CNC(=O)c2ccc(CNS(=O)(=O)c3ccc(C)cc3)cc2)cc1,-6
CCOC(=O)c1c(C)oc2cc(Cl)c(O)c(CN(C)C)c12,-6
O=C(c1cc(-c2cccs2)on1)N1CCN(c2ccccc2)CC1,-10
O=C(O)c1ccc(Oc2cc(Oc3ccc(C(=O)O)cc3)cc([N+](=O)[O-])c2)cc1,-17
O=C(CSc1nc2ccccc2c(=O)n1CCC1=CCCCC1)c1ccccc1,2
CCC(CC)C(=O)NCc1ccc2c(c1)cc(C)n2C,-6
COC(=O)CNc1nc(-c2ccncc2)nc2ccccc12,4&-13
CN(C)CCNc1nc(-c2ccc(C(C)(C)C)cc2)nc2ccccc12,-1
N#Cc1c(NC(=O)CN2CCCCC2)sc2c1CCCC2,0
COc1ccc(NC(=O)N2c3ccccc3C(C)=CC2(C)C)cc1,8
CC(C)(C)NS(=O)(=O)c1cccc(S(=O)(=O)c2cccc(S(=O)(=O)NC(C)(C)C)c2)c1,-5&1
Cc1ccc(NC2=NC(c3ccc(C)cc3)n3c(nc(C)cc3=O)N2)cc1 (centres undefined),2
Cc1ccc(NC(=O)COC(=O)CCc2c[nH]c(=O)[nH]2)cc1,-6

# Looked up above:
# In 14-3-3 PPI, CCC(CC)C(=O)NCc1ccc2c(c1)cc(C)n2C has the entry -6
# In 14-3-3 PPI, CC1=C(C(=O)Nc2ccccn2)C(c2ccc3c(c2)OCO3)NC(=S)N1 (centres undefined) has the entry -14

# In the list so far, these have a Cl atom:
SMILES,14-3-3 PPI
O=C(Cn1nc(-c2ccc(Cl)cc2)c2ccccc2c1=O)NCCN1CCOCC1,3
Fc1ccc(C2C=C(c3ccc(Cl)cc3)Nc3ncnn32)cc1 (centres undefined),-8
O=C(NCc1ccc(Cl)cc1)c1sc2ccccc2c1Cl,-17
Cc1cc(C)n(S(=O)(=O)c2cc(C(=O)O)c(Cl)cc2Cl)n1,3
COc1cc(C2NC(C(=O)O)CS2)cc(Cl)c1O (centres undefined),-41
O=c1c2sccc2nc(SCc2cc(=O)n3cc(Cl)ccc3n2)n1CCc1ccccc1,3
O=C(Nc1ccc(C(F)(F)F)cc1Cl)c1ccc(Cn2cc(Br)cn2)o1,-5
O=C(CNc1ccccc1-c1nc2ccccc2[nH]c1=O)NCc1ccccc1Cl,-4
O=C(Nc1ccc(Cl)cn1)C1CCCN1S(=O)(=O)c1ccc(Cl)cc1 (centres undefined),-1
Clc1ccccc1CSc1nnc2c(n1)-c1cccc3cccc-2c13,-25
Cc1ccc(NC(=O)NCCSc2ccc(Cl)cc2)cc1C,-7
COc1cc(C=Cc2[nH]c(=O)[nH]c(=O)c2[N+](=O)[O-])ccc1OCc1ccccc1Cl,-27
CCOc1ccc(-n2c(SCC(=O)Nc3cccc(Cl)c3)nc3c(c2=O)SCC3)cc1,-3
O=C(Nc1ccc(Cl)cn1)C1CCCN1S(=O)(=O)c1ccccc1 (centres undefined),-8
Cc1ccc(-c2noc(-c3cccc(Cl)c3)n2)cc1,2
COC(=O)C1=C(C)OC(N)=C(C#N)C1c1c(C)nn(-c2ccccc2)c1Cl (centres undefined),9
CCOC(=O)c1c(C)oc2cc(Cl)c(O)c(CN(C)C)c12,-6
